# Screening data (PubChem)
# TRPC4 potent: allosteric potentiators of mouse TRPC4 channel; HEK293 TRPC4beta/mu-opioid, DAMGO EC20, Fluo-4 Ca2+ flux; stronger effect = higher value; B-score at 10 µM; actives 0.42% (n = 310,000); AID 2227;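 active = B-score of calcium response area above 5 SD of library B-scores, with initial fluorescence ratio within 5 SD of library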;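 note: B-score of integrated fluorescence ratio over time as area under calcium response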
# ANO1 activ: mouse TMEM16A channel activation, primary screen | Q8BHY3 | HEK293 TMEM16A/YFP-H148Q/I152L, iodide quench fluorescence; stronger effect = lower value | B-score at 10 µM | actives 0.3% (n = 340,000) | AID 623877;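 active = fluorescence-ratio B-score plate-corrected deviation score at least 3 library SD below zero, with starting fluorescence score within 5 deviations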;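 note: channel opened by trigger with iodide after compound preincubation; score built on the fluorescence ratio of max minus min over baseline; more negative score means more quench and so TMEM16A activation or potentiation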
# MrgX1 antagonist: blocks BAM8-22 activation of human MrgX1 receptor; Q96LB2; MRGX1-HEK293 calcium flux, Fluo-4, BAM8-22 antagonism; stronger effect = lower value; B-score at 10 µM; actives 1.3% (n = 310,000); AID 588676;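 active = calcium-response B-score plate-corrected more than 3 library SD below zero, starting fluorescence within 5 deviations, no agonist response on first addition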;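 note: peak minus trough fluorescence over baseline after final BAM8-22 challenge near maximal dose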
# Target sequence (Q96LB2 whole entry, looked up): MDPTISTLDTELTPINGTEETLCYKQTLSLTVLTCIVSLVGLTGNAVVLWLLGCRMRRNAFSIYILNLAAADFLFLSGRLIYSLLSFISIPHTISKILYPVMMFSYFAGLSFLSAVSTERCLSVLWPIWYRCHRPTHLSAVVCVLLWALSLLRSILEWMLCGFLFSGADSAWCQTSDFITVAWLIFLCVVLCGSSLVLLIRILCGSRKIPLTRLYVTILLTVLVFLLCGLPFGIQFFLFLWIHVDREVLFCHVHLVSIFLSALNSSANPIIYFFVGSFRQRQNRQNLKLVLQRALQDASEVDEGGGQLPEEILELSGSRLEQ
# TRPC6 inhibitor: mouse TRPC6 channel inhibition | Q61143 | HEK293-TRPC6, membrane potential dye, ACh-evoked depolarization; stronger effect = lower value | B-score at 10 µM | actives 1.1% (n = 310,000);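 active = B-score under library mean minus 3 SD, initial fluorescence not abnormally high, positive integrated signal ratio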;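 note: B-score derived from integrated fluorescence ratio over the kinetic read; more negative B-score means stronger inhibition of depolarization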
# MrgX1 agonist: human MrgX1 receptor agonism, primary screen; Q96LB2; MrgX1-HEK293 cells, Fluo-4 calcium fluorescence, agonist mode; stronger effect = higher value; B-score at 10 µM; actives 0.44% (n = 310,000);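 active = calcium response B-score plate-corrected fluorescence ratio at least 3 library SD, with starting fluorescence B-score inside 5 SD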
#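 Material: HEK293 cells stably expressing human MrgX1 receptor | Quantity: 15,000 cells per well | Times: Cells plated overnight, dye loaded 0.5 h 37 °C, 0.5 h room temperature | Measured by: Kinetic Fluo-4 NW fluorescence of intracellular calcium | Control set: Positive and negative controls per plate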
# TRPC4 block: TRPC4 (mouse) channel inhibition. Q9QUQ5. HEK293 TRPC4beta/mu-opioid, DAMGO-evoked Fluo4 calcium flux; stronger effect = lower value. B-score at 10 µM. actives 0.39% (n = 300,000);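 active = B-score over 3 SD under the library average, no early fluorescence shift, positive overall ratio signal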
#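 test system = HEK293 cells with stable TRPC4beta plus mu-opioid receptor expression | detection = Fluo4 Ca2+ flux fluorescence | read-out = integrated fluorescence ratio relative to baseline, converted to per-well B score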
# TRPC4 agonist: activators of mouse TRPC4 channel | HEK293 TRPC4beta/mu-opioid, Fluo4 calcium fluorescence; stronger effect = higher value | actives 0.49% (n = 310,000) | B-score at 10 µM | Q9QUQ5 | AID 2237;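 active = B-score above 5 SD of library B-scores, and initial fluorescence ratio not above library mean plus 5 SD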;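 note: positive B-score marks a calcium rise read as TRPC4 activation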
#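 System: HEK293 cells stably co-expressing mouse TRPC4beta and mu-opioid receptor; Schedule: Fluo4 dye loading 45 min at room temperature, 110 s recording; Detection: Fluo4 fluorescence, kinetic; Evaluation: B-scored integrated calcium fluorescence ratio; Controls: buffer (low) and maximal DAMGO (high).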
# ANO1 block: inhibitors of mouse TMEM16A calcium-activated chloride channel; normalized B-score (activity score, 25-100; higher = stronger inhibition) at 10 µM; actives 1.2% (n = 310,000); Q8BHY3; HEK293 TMEM16A/YFP iodide influx fluorescence, ionomycin;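 active = ratio plate-corrected score three or more library SD toward inhibition, starting fluorescence score within five deviations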;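 note: score derived from kinetic fluorescence span divided by baseline fluorescence per well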
# TRPC6 activator: activates the mouse TRPC6 cation channel. Q61143. HEK293-TRPC6 membrane potential dye fluorescence; stronger effect = higher value. B-score at 10 µM. actives 0.13% (n = 310,000). AID 2550;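 active = B-score of the integrated fluorescence ratio above library mean plus 3 SD, and starting fluorescence ratio within library mean plus 5 SD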;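 note: higher score means more depolarization so channel activation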
# RGS4 inh: inhibitors of human RGS4. HEK293 M3R/RGS4 inducible, Fluo-4 calcium flux; stronger effect = higher value; triggered by carbachol at its EC20. B-score at 10 µM. actives 0.45% (n = 310,000). AID 463165;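 active = B-score, a plate-corrected calcium signal, over three deviations above library mean, with baseline fluorescence within five deviations of library mean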;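 note: RGS4 expression induced by doxycycline in cells with stable M3 receptor; B-score is computed from the integrated fluorescence ratio over baseline after carbachol; higher B-score means a larger calcium signal and so more RGS4 inhibition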
# Target sequence (P49798 whole entry, looked up): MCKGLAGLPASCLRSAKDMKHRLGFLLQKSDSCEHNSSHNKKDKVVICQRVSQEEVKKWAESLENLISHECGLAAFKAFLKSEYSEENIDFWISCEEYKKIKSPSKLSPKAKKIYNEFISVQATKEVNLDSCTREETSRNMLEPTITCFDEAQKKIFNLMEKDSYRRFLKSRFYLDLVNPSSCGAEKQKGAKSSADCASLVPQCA
# MrgX1 PAM: allosterically activates human MrgX1 receptor signaling. MrgX1-HEK293, Fluo-4 calcium flux, FDSS; stronger effect = higher value. B-score at 10 µM. actives 0.63% (n = 310,000). AID 588675;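 active = plate-corrected calcium response at least 3 library SD above typical, normal starting fluorescence, not activating the receptor alone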;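 note: compound read alongside a low EC10 to EC30 dose of BAM8-22 agonist; peak minus trough fluorescence over baseline measured at the second addition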
# Starred values were filed as active, the others as inactive; i = inactive; . = no result given.
SMILES,TRPC4 potent,ANO1 activ,MrgX1 antagonist,TRPC6 inhibitor,MrgX1 agonist,TRPC4 block,TRPC4 agonist,ANO1 block,TRPC6 activator,RGS4 inh,MrgX1 PAM
CCOC(=O)Cc1csc(NC(=O)CSc2nc3cccnc3n2CC)n1,i,i,i,i,i,i,i,i,i,i,7.3*
OCCN(CCO)CC(O)Cn1c2ccccc2c2ccccc21 (configuration not stated),i,i,i,i,i,i,i,i,i,i,i
O=C(Nc1cc(C(=O)N2CCOCC2)cc(C(=O)N2CCOCC2)c1)c1cc(F)c(F)cc1Cl,i,i,i,i,i,i,i,i,i,i,i
CCCc1cc(=O)[nH]c(SCC(=O)N2CCCc3ccccc32)n1,i,i,i,i,i,i,i,i,i,i,i
Cc1c(N)cccc1-n1cccc1,i,i,i,i,i,i,i,i,i,i,i
CCCCNC(=O)CC(=O)Nc1ccccc1C(=O)O,i,i,i,i,i,i,i,i,i,i,i
c1ccc2sc(Sc3ncnc4sccc34)nc2c1,i,i,i,i,i,i,i,i,i,i,i
Cc1nc(N2CCCCC2C)c2c(C)c(C(=O)Nc3ccccc3C(F)(F)F)sc2n1 (configuration not stated),i,i,i,i,i,i,i,i,i,i,i
O=C(O)c1cccc(NC(=O)C2CC(=O)N(Cc3ccccc3)C2)c1 (configuration not stated),i,i,i,i,i,i,i,i,i,i,i
COc1cc(/C=N/NC(=O)CCN2CCN(c3ccccc3)CC2)cc(OC)c1OC,i,i,i,i,i,i,i,i,i,i,i
Cc1c(NC(=O)CN2CCN(c3ccc([N+](=O)[O-])cc3)CC2)c(=O)n(-c2ccccc2)n1C,i,i,i,i,i,i,i,i,i,i,i
Cn1nc(-c2ccccc2)c(CO)c1Sc1ccccc1,i,i,i,i,i,i,i,i,i,i,i
CC1CCCCC1NC(=O)Cn1c(CN2CCCCC2)nc2ccccc2c1=O (configuration not stated),i,i,i,i,i,i,i,i,i,i,i
Cc1ccc(CN2C(=O)c3ccccc3C2C(=O)NCc2cccnc2)cc1 (configuration not stated),i,i,i,i,i,i,i,i,i,i,i
COCCNC(=O)Cn1c(=O)n(Cc2ccc(C(=O)NCCc3ccc(OC)c(OC)c3)cc2)c(=O)c2ccccc21,i,i,i,i,i,i,i,i,i,i,i
CCC(C)(CCNC(=O)Cc1ccccc1)c1ccccc1OC (configuration not stated),i,i,i,i,i,i,i,i,i,i,i
CC1(c2nnc(-c3ccccc3)o2)CC(c2cccnc2)=NO1 (configuration not stated),i,i,i,i,i,.,i,i,i,i,i
CC(C(=O)Nc1ccc(F)c(F)c1F)N(C)CC(=O)Nc1ccccc1Br (configuration not stated),i,i,i,i,i,i,i,i,i,i,i
O=C(CN1C(=O)c2cccc3cccc1c23)Nc1ccccc1C(=O)NCc1ccco1,i,i,i,i,i,i,i,i,i,i,i
CN1CCN(c2ccc(NC(=O)c3ccc(C(F)(F)F)cc3)cn2)CC1,i,i,i,i,i,i,i,i,i,i,i
Cc1ccc(/C=N/NC(=O)c2cc3ccccc3cc2O)o1,i,i,i,i,i,i,i,i,i,i,i
COc1cc(C(=O)Nc2scc(-c3ccccc3)c2C(=O)O)cc(OC)c1OC,i,i,i,i,i,i,i,i,i,i,i
COc1cc(NS(=O)(=O)c2ccc(C)c(C)c2)c(OC)cc1Cl,i,i,i,i,i,i,i,i,i,i,i
CC(=O)Nc1ccc(S(=O)(=O)Nc2ccc3c(c2)OCO3)cc1,i,i,i,i,i,i,i,i,i,i,i
CC(C)(C)NC(=O)C(c1ccncc1)N(C(=O)CNC(=O)c1ccco1)c1ccc2c(c1)OCO2 (configuration not stated),i,i,i,i,i,i,i,i,i,i,i

# 5 structures out of the list, arranged by count of non-hydrogen atoms, rising:
SMILES,TRPC4 potent,ANO1 activ,MrgX1 antagonist,TRPC6 inhibitor,MrgX1 agonist,TRPC4 block,TRPC4 agonist,ANO1 block,TRPC6 activator,RGS4 inh,MrgX1 PAM
Cc1c(N)cccc1-n1cccc1,i,i,i,i,i,i,i,i,i,i,i
c1ccc2sc(Sc3ncnc4sccc34)nc2c1,i,i,i,i,i,i,i,i,i,i,i
COc1cc(NS(=O)(=O)c2ccc(C)c(C)c2)c(OC)cc1Cl,i,i,i,i,i,i,i,i,i,i,i
OCCN(CCO)CC(O)Cn1c2ccccc2c2ccccc21 (configuration not stated),i,i,i,i,i,i,i,i,i,i,i
CN1CCN(c2ccc(NC(=O)c3ccc(C(F)(F)F)cc3)cn2)CC1,i,i,i,i,i,i,i,i,i,i,i

# Four compounds from above with just RGS4 inh:
SMILES	RGS4 inh
CCCc1cc(=O)[nH]c(SCC(=O)N2CCCc3ccccc32)n1	i
Cc1ccc(CN2C(=O)c3ccccc3C2C(=O)NCc2cccnc2)cc1 (configuration not stated)	i
CN1CCN(c2ccc(NC(=O)c3ccc(C(F)(F)F)cc3)cn2)CC1	i
CC(C)(C)NC(=O)C(c1ccncc1)N(C(=O)CNC(=O)c1ccco1)c1ccc2c(c1)OCO2 (configuration not stated)	i

# In another format: results already given.
SMILES	TRPC4 potent	ANO1 activ	MrgX1 antagonist	TRPC6 inhibitor	MrgX1 agonist	TRPC4 block	TRPC4 agonist	ANO1 block	TRPC6 activator	RGS4 inh	MrgX1 PAM
COCCNC(=O)Cn1c(=O)n(Cc2ccc(C(=O)NCCc3ccc(OC)c(OC)c3)cc2)c(=O)c2ccccc21	i	i	i	i	i	i	i	i	i	i	i
CCC(C)(CCNC(=O)Cc1ccccc1)c1ccccc1OC (configuration not stated)	i	i	i	i	i	i	i	i	i	i	i

# (more compounds)
SMILES,TRPC4 potent,ANO1 activ,MrgX1 antagonist,TRPC6 inhibitor,MrgX1 agonist,TRPC4 block,TRPC4 agonist,ANO1 block,TRPC6 activator,RGS4 inh,MrgX1 PAM
O=C(NCc1ccc(Cl)cc1Cl)C(=O)N1CCCCC1,i,i,i,i,i,i,i,i,i,i,i
O=C(NC(=S)Nc1ccccc1)c1cncc(C#Cc2ccccc2)c1,i,i,i,i,i,i,i,i,i,i,i
CC1(C)CC(=O)C2=C(C1)Nc1ccccc1NC2c1ccccn1 (configuration not stated),i,i,i,i,i,i,i,i,i,i,i
Cc1ccc(S(=O)(=O)N(C)CCCC(=O)NC(C)(C)CO)cc1,i,i,i,i,i,i,i,i,i,i,i
O=C(Nc1ccccc1)N1CCN(c2ncccn2)CC1,i,i,i,i,i,i,i,i,i,i,i
COc1ccc(NC(=O)COC(=O)CCCc2c[nH]c3ccccc23)cc1OC,i,i,i,i,i,i,i,i,i,i,i
O=C(NC1CCCN(Cc2ccc(Cl)cc2)C1)c1cccc(F)c1 (configuration not stated),i,i,i,i,i,i,i,i,i,i,i
Cc1ccc(/C=C/C(=O)NC(=S)N2CCN(c3ccc(F)cc3)CC2)cc1,i,i,i,i,i,i,i,i,i,i,i
O=[N+]([O-])c1ccc(NC(=S)NCCc2ccccc2)cc1,i,i,-4.9*,i,i,i,i,100*,i,i,i
Cc1cc(F)ccc1NCc1cccnc1,i,i,i,i,i,i,i,i,i,i,i
O=C(CC(C(=O)O)c1cccc(Cl)c1Cl)c1ccccc1 (configuration not stated),i,.,i,i,i,i,i,i,i,i,i
O=C(Cn1nc(Cl)nc1Cl)c1ccc2c(c1)OCCO2,i,i,i,i,53*,i,i,i,i,i,i
Cn1cc(CN2CCC(C(=O)Nc3ccc(Oc4ccccc4F)cc3)CC2)cn1,i,i,i,i,i,i,i,i,i,i,i
COc1ccc(C2CC(c3ccc(Br)cc3)=NN2C(=O)CN2CCCC2)cc1 (configuration not stated),i,i,i,i,i,i,i,i,i,i,i
COCCNC(=O)CSc1nc2ccccc2c(=O)n1CCCC(=O)NCc1ccccc1,i,i,i,i,i,i,i,i,i,i,i
C[C@@H]1CCC(=O)N(CC[C@H](N=[N+]=[N-])c2ccccc2)CC1,i,i,i,i,i,i,i,i,i,i,i
CCC(=O)c1c[nH]c(C(=O)NCCCn2ccnc2)c1,i,i,i,i,i,i,i,i,i,i,i
CNC(=O)c1sc(NCc2ccccc2OC)nc1C,i,i,.,i,.,i,i,.,i,i,.
Cc1occc1C(=O)N(C)Cc1nc(-c2ccccc2)no1,i,i,i,i,i,i,i,i,i,i,i
O=C(CNS(=O)(=O)c1ccc(F)cc1)Nc1ccc(C(F)(F)F)cc1,i,i,i,i,i,i,i,i,i,i,i
COc1ccc(C(C)=O)cc1CSc1nnc(Nc2ccc(C)cc2C)s1,i,i,i,i,i,i,i,i,i,i,i
COc1ccc(NC(=O)C2CCCN(C(=O)Nc3ccc(F)cc3)C2)cc1 (configuration not stated),i,i,i,i,i,i,i,i,i,i,i
O=C(CCc1ccc(S(=O)(=O)NCCc2ccccc2)cc1)NCc1ccc2c(c1)OCO2,i,i,i,i,i,i,i,i,i,i,i
COc1ccc2c(COC(=O)c3n[nH]c4ccccc34)cc(=O)oc2c1,i,i,i,i,i,i,i,i,i,i,i
O=C1C=C(NC(=O)Nc2ccc(Cl)c(Cl)c2)CCC1,i,i,i,i,i,i,i,i,i,i,i
CCOc1ccccc1NC(=O)C(OC(=O)c1ccccc1)c1ccccc1 (configuration not stated),i,i,i,i,i,i,i,i,i,i,i
COc1ccc(-c2[nH]ncc2/C=N/NC(=O)c2cccc([N+](=O)[O-])c2)cc1OC,i,i,i,i,i,i,i,i,i,i,i
